High-throughput results deposited in PubChem BioAssay by several laboratories.
MLLE-PAM2 inh: inhibitors of PABP1 MLLE–PAM2 peptide binding, primary screen, biochemical, fluorescence polarization, FITC-PAM2, GST-MLLE; inhibition, % at 20 µM; 0.36% of 360,000 active; AID 588489, 2011; in the data active = inhibition above about 35%, passing the limit was not always enough;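 note: plate controls were DMSO wells with GST-MLLE for no effect and wells lacking GST-MLLE protein for full effect; some results filed as inactive read as strong as hits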
Target sequence (P11940 whole entry, looked up): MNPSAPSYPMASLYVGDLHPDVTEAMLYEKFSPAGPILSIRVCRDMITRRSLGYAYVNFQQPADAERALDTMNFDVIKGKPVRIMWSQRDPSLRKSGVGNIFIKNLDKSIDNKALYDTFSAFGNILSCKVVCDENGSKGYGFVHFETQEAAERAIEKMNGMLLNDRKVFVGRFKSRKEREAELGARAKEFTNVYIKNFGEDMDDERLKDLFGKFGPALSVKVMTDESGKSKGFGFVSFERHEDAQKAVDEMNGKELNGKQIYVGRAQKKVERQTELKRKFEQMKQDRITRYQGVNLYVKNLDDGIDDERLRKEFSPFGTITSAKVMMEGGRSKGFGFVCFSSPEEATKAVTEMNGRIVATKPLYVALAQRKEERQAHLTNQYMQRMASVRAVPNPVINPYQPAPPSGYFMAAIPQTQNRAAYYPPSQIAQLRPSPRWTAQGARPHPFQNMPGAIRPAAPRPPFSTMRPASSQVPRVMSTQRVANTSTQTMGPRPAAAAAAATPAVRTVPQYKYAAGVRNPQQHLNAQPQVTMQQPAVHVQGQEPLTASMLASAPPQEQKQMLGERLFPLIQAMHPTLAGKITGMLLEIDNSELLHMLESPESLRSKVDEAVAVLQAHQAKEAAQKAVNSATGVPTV
STEP block: STEP phosphatase inhibitors, primary screen, biochemical, fluorescence intensity, uHTS. Tyrosine-protein phosphatase non-receptor type 5 (Homo sapiens), P54829. recombinant STEP, OMFP fluorogenic substrate. inhibition, % at 20 µM. 0.25% of 360,000 active. AID 588621, 2011;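 active = inhibition at 20 µM, scaled per plate between control wells, above about 37%, limit read from the data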;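 note: 0% = DMSO with enzyme and substrate and 100% = substrate only without enzyme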
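Material: STEP (striatal-enriched tyrosine phosphatase) enzyme, cell-free; Compound dosing: 20 µM single dose in 1% DMSO; Technique: fluorescence read at 480 nm ex / 540 nm em; Times: reaction 20 min, ambient temperature; Medium: 50 mM Bis-Tris pH 6.0 with 2.5 mM DTT and 0.005% Tween 20; Also added: OMFP at 25 µM.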
SUMO1-SIM PPI: modulators of SUMO1 protein-protein interactions, primary screen, biochemical, uHTS; Small ubiquitin-related modifier 1 (Homo sapiens), P63165; SUMO1 binding to a labelled peptide, TR-FRET, 1 h; 0.33% of 360,000 active; inhibition, % at 20 µM; AID 602429, 2012; in the data active = inhibition above about 37%
Target sequence (P63165 whole entry, looked up): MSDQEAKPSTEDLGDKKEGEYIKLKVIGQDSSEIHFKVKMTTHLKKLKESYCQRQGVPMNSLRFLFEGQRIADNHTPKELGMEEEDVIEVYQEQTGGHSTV
DNMT1 inh: human DNMT1 methyltransferase inhibitors, primary screen, biochemical, molecular beacon, fluorescence, HinP1I cleavage, uHTS | inhibition (reported as % activation of signal), % at 10 µM | 0.83% of 360,000 active | DNA (cytosine-5)-methyltransferase 1 (Homo sapiens), P26358; in the data active = inhibition above about 50%
Rpn11 inh: Rpn11 (PSMD14) deubiquitinase inhibitors, primary screen, biochemical, fluorescence polarization, uHTS; 26S proteasome non-ATPase regulatory subunit 14 (Homo sapiens), O00487; human 26S proteasome, Ub4-pepOG fluorescence polarization; 20S core pre-blocked with epoxomicin; calls only at 20 µM; 0.59% of 360,000 active; AID 588493, 2011;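 active = inhibition at 20 µM, scaled to each plate's controls, above about 33%, limit read from the data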
Tb MetRS inh: T. brucei MetRS inhibitors, primary screen, biochemical, luminescence. inhibition, % at 11.9 µM. purified T. brucei MetRS, ATP depletion, Kinase-Glo luminescence. AID 624268, 2012. 0.4% of 360,000 active;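 active = inhibition above a per-plate cutoff of the control wells' mean inhibition plus 3 SD, cut at about 5.5% in these data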;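 note: 0% = DMSO wells median and 100% = median of wells with control inhibitor compound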
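Material: parasite MetRS enzyme / Replication: singlicate, one well per compound / Signal: luminescence of leftover ATP / Schedule: 2 h aminoacylation at 25 °C after 15 min preincubation / Medium: HEPES-MgCl2-KCl buffer plus DTT, spermine, BSA, pyrophosphatase / Doses: 11.9 µM single point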
Scp-1 inhibitor: Scp-1 phosphatase inhibitors, primary screen, biochemical, colorimetric, uHTS | Recombinant Scp1, phosphopeptide, malachite green phosphate absorbance | inhibition, % at 20 µM | 0.88% of 340,000 active | AID 493091, 2011 | Carboxy-terminal domain RNA polymerase II polypeptide A small phosphatase 1 (Homo …;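 active = inhibition above about 50% at 20 µM, limit read from the data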;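 note: plate controls were DMSO wells with enzyme for no effect and wells lacking enzyme for full effect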
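Test system – truncated SCP-1 phosphatase (76-261aa) · Reagent – Phosphorylated 17-residue peptide substrate · Incubation – 45 min room-temperature reaction, 5 min colour, 30 min stabiliser · Detection – colorimetric phosphate reagent with accelerator and stabiliser, absorbance at 630 nm · Measure – % inhibition at 20 µM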
LMPTP block: LMPTP phosphatase inhibitors, primary screen, biochemical, fluorescence intensity, uHTS. recombinant LMPTP-A, OMFP fluorogenic substrate. 0.22% of 360,000 active. Low molecular weight phosphotyrosine protein phosphatase (Homo sapiens), P24666. inhibition, % at 20 µM;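 active = compounds that cut the enzyme signal by at least half of the control window in the single-dose screen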;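 note: plate controls were DMSO wells with enzyme plus substrate for no effect and substrate without enzyme for full effect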
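Test system: LMPTP-A phosphatase enzyme; input: 0.625 nM LMPTP-A final; reagent: OMFP substrate, 400 µM final; compound dosing: 20 µM single dose, 3% DMSO; incubation: 50 min dark incubation at room temperature; measured by: endpoint fluorescence intensity from OMFP dephosphorylation; measure: % inhibition relative to no-enzyme and uninhibited control wells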
NadD inh: inhibitors of S. aureus NadD, primary screen, biochemical, colorimetric, uHTS | inhibition, % at 20 µM | 0.78% of 360,000 active | Nicotinate-nucleotide adenylyltransferase NadD (Staphylococcus aureus N315) | purified NadD enzyme, colorimetric absorbance read-out; in the data active = inhibition above about 26%; note: some compounds past the cut are filed as inactive
CSN deneddyl inh: inhibitors of CSN-mediated cullin deneddylation, primary screen, biochemical, fluorescence polarization, uHTS. inhibition, % at 12.5 µM. 0.38% of 360,000 active. Purified CSN, SCF-Nedd8-OG deneddylation. COP9 signalosome complex subunit 5 (Homo sapiens), Q92905;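 active = pattern-corrected inhibition above about 35%, with an unprinted fluorescence ratio check between 0.5 and 1.5, limit read from the data, passing the limit was not always enough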;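 note: 0% = enzyme with substrate and 100% = substrate without enzyme; some results filed as inactive read as strong as hits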
Target sequence (Q92905 whole entry, looked up, one chain of several): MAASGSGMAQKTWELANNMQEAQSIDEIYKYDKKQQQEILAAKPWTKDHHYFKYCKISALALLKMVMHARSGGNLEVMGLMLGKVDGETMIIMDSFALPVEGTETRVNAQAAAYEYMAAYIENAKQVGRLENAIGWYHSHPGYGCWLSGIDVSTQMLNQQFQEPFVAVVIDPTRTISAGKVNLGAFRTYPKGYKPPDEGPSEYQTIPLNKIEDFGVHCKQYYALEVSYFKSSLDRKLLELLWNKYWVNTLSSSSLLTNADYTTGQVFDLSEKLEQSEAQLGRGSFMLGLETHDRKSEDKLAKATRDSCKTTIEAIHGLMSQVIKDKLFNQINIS
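test system = HEK293T-derived human Csn5 enzyme | amount = 0.24 nM Csn5 enzyme, final concentration | medium = Tris/NaCl/DTT buffer, pH 7.5 | schedule = 90 min reaction at room temperature | signal = FP | evaluation = inhibition of Csn5 cleavage, % | compound dosing = single dose of 12.5 µM compound with 0.25% DMSO | probe or stimulus = 10 nM SCFSkp2-Nedd8OG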
The depositor's hits bear a star; i = inactive; · = not tested or not shown.

SMILES	MLLE-PAM2 inh	STEP block	SUMO1-SIM PPI	DNMT1 inh	Rpn11 inh	Tb MetRS inh	Scp-1 inhibitor	LMPTP block	NadD inh	CSN deneddyl inh
Oc1[nH]c2ccccc2c1N=Nc1nc(Nc2ccccc2)nc(N2CCOCC2)n1	-64	2	1	18	i	0.2	3	2.4	10	0
O=C1c2cccc3cccc(c23)C(=O)N1c1nccs1	2	-3	-15	21	i	-0.3	-3	-2.3	-1	-3
CCCSc1nc2sc3c(c2c(=O)n1CC)CC(C)(C)OC3	-4	2	5	2	i	-0.4	-10	-0.1	-11	-1
COc1ccc(OC)c2c1sc(=NC(=O)C1COc3ccccc3O1)n2C (stereo not drawn)	-9	3	-22	-4	i	0.0	-16	-0.7	1	-1
CC/C(=N\NC(=O)c1ccc(N2CCCC2=O)cc1)c1ccccc1	5	-3	-3	0	i	0.6	-5	-0.5	5	2
CCn1c(O)c(N=NC(=O)CNC(=O)Cc2ccccc2)c2ccccc21	11	-1	-35	1	i	-0.5	-2	-0.6	-3	-2
N/C(=N\OCC(=O)Nc1ccccc1)c1nonc1N	1	0	0	9	i	-0.7	-3	-2.0	3	-6
CCCCCn1c(=O)[nH]c2cc(C(=O)NCCN3CCC(C)CC3)ccc2c1=O	8	0	-1	-1	i	-0.2	-5	-0.7	-13	3
Nc1nc(-c2ccc(NC(=O)c3ccco3)cc2)cs1	13	0	-9	-24	i	-0.3	-6	4.0	-5	7
COc1ccc(N2CCN(C(=O)c3ccc(C)cc3)CC2)c([N+](=O)[O-])c1	1	-1	-24	-3	i	1.8	0	-1.1	-4	-4
Cn1nc2c3ccccc3n(Cc3ccccc3)c2nc1=S	-19	-1	-6	13	i	0.0	8	0.7	-1	4
O=C1OC(Cc2ccccc2)(c2ccccc2)c2ccccc21 (stereo not drawn)	-3	1	9	0	i	0.0	·	1.4	-7	0
COc1ccccc1N1C(=O)CC(N2CCN(c3ccc(Cl)cc3)CC2)C1=O (stereo not drawn)	-6	-1	-1	1	i	0.1	-2	-0.9	-3	-3
CCS(=O)(=O)c1ccc2oc(SCC(=O)NC(C)C3CC4CCC3C4)nc2c1 (stereo not drawn)	6	2	0	0	i	-1.6	0	-2.5	-2	0
COc1ccc(CCNc2oc(Cc3ccccc3)nc2C#N)cc1OC	-7	-1	2	-4	i	-0.3	-3	-2.2	-1	-3
OC[C@@H]1CN(Cc2cccs2)C[C@H](n2cnc3c(NC4CCCC4)ncnc32)O1	5	-1	2	4	i	-0.3	·	-0.7	1	1
Cc1[nH]nc2c1[C@@H](c1ccccc1[N+](=O)[O-])C(C#N)=C(N)O2	2	-3	8	-3	i	-2.0	7	-0.3	-3	-2
CC(=O)N1CCN(Cc2cc(=O)oc3ccccc23)CC1	-2	-1	1	2	i	-0.3	·	-1.4	-6	-2
CCCSc1nnc2[nH]c(=O)cc(N)n12	-3	4	-1	3	i	-0.4	-10	-2.9	-6	5
Fc1cccc(Cl)c1CSc1nnc(-c2ccncc2)o1	13	1	-3	-1	i	-0.8	8	-0.7	-6	-1
CCOc1cc(/C=C2/NC(=O)N(Cc3ccccc3F)C2=O)ccc1O	-5	-3	6	-4	i	-0.8	-12	0.3	-2	1
CS(=O)(=O)N(CC(=O)Nc1c(F)cccc1F)c1cccc([N+](=O)[O-])c1	5	-1	-10	0	i	-0.2	-6	-0.8	-2	-1
Cc1cccc([C@@H]2[C@@H]3C(=O)N(Cc4ccccc4)C(=O)[C@@H]3[C@]3(CC(C)C)C(=O)N(c4cccc(F)c4)C(=O)N23)c1	15	0	6	-4	i	-0.1	-9	1.1	3	-3
CCc1noc(C)c1C(=O)OCC(=O)NCc1ccc(Cl)cc1	2	-2	-1	7	i	-0.7	-7	0.2	1	-4
COCC(C)n1c(SCC(=O)c2cc(C)n(C)c2C)nc2ccccc2c1=O (stereo not drawn)	4	-5	1	-7	i	-0.3	-5	0.9	-7	0
Cc1ccc(N/C=C/C(=O)c2ccc(C)cc2)cc1	-3	4	-2	5	i	-0.5	-12	-0.2	9	0
Cc1ccc(C(=O)N/C(=C/c2ccco2)C(=O)NCCCn2ccnc2)cc1	-3	-7	-4	4	i	-0.1	-7	-2.8	4	-2
c1cn2cc(CN3CCOCC3)nc2s1	14	0	0	3	i	-0.6	-6	-1.9	2	0
O=C(COC(=O)CCc1ccccc1)NC(c1ccccc1)c1ccccc1	-16	0	0	0	i	-0.9	-3	2.1	-4	-7
C=CCN1C(=O)CSc2ccc(C(=O)NCCC3=CCCCC3)cc21	-4	2	-2	2	i	0.3	-3	0.4	-8	-1
CC(C)(C)NC(=O)C(c1ccncc1)N(C(=O)Cn1nnc(-c2ccc(F)cc2)n1)c1cccc(F)c1 (stereo not drawn)	-4	-1	-2	1	i	-0.6	-1	-0.4	-1	-2
CC(=O)c1nn(-c2cccc(Br)c2)cc1C(=O)c1ccc(Br)cc1	-3	0	-4	11	i	0.2	-2	0.6	0	-6
Cc1ccc(CN2C(=O)N/C(=C\c3ccc(-c4ccc(C(=O)O)cc4C)o3)C2=O)cc1	3	10	21	126*	i	-0.3	71*	3.6	16	32
CCOC(=O)/C(=C\c1ccc([N+](=O)[O-])cc1)C(=O)c1cc(C(C)=O)c(Nc2ccccc2)s1	-6	-1	-2	1	i	-0.1	-12	2.0	1	7
CCNC(=O)C1(C)CCN(C(=O)c2cc(F)ccc2C)C1 (stereo not drawn)	6	-3	13	10	i	-0.1	·	-1.2	-2	1
O=c1c2cn[nH]c2nc(SCc2ccccc2F)n1-c1ccc(Br)cc1	-30	-1	7	-4	i	1.0	-9	2.1	4	4

Entries above shown as hits in Scp-1 inhibitor:
SMILES	MLLE-PAM2 inh	STEP block	SUMO1-SIM PPI	DNMT1 inh	Rpn11 inh	Tb MetRS inh	Scp-1 inhibitor	LMPTP block	NadD inh	CSN deneddyl inh
Cc1ccc(CN2C(=O)N/C(=C\c3ccc(-c4ccc(C(=O)O)cc4C)o3)C2=O)cc1	3	10	21	126*	i	-0.3	71*	3.6	16	32

Three entries from above, reformatted.
| SMILES | MLLE-PAM2 inh | STEP block | SUMO1-SIM PPI | DNMT1 inh | Rpn11 inh | Tb MetRS inh | Scp-1 inhibitor | LMPTP block | NadD inh | CSN deneddyl inh |
| --- | --- | --- | --- | --- | --- | --- | --- | --- | --- | --- |
| Cc1ccc(CN2C(=O)N/C(=C\c3ccc(-c4ccc(C(=O)O)cc4C)o3)C2=O)cc1 | 3 | 10 | 21 | 126* | i | -0.3 | 71* | 3.6 | 16 | 32 |
| CC(C)(C)NC(=O)C(c1ccncc1)N(C(=O)Cn1nnc(-c2ccc(F)cc2)n1)c1cccc(F)c1 (stereo not drawn) | -4 | -1 | -2 | 1 | i | -0.6 | -1 | -0.4 | -1 | -2 |
| CCOC(=O)/C(=C\c1ccc([N+](=O)[O-])cc1)C(=O)c1cc(C(C)=O)c(Nc2ccccc2)s1 | -6 | -1 | -2 | 1 | i | -0.1 | -12 | 2.0 | 1 | 7 |

Other compounds
SMILES	MLLE-PAM2 inh	STEP block	SUMO1-SIM PPI	DNMT1 inh	Rpn11 inh	Tb MetRS inh	Scp-1 inhibitor	LMPTP block	NadD inh	CSN deneddyl inh
C/C(=C\C(=O)c1ccc(C)o1)Nc1ccc2c(c1)OCO2	-3	5	15	-14	i	-0.7	-6	1.3	15	3
CCCCc1c(O)nc(SCC(=O)c2ccccc2)n(-c2ccccc2)c1=O	27	2	7	-4	i	-0.4	-20	0.4	2	3
CCC(Oc1cccc(Cl)c1)C(=O)N1CCCN(C)CC1 (stereo not drawn)	-15	2	4	0	i	0.2	-2	-1.6	-1	3
O=C(CSc1nnc(-c2ccccn2)n1Cc1ccco1)c1ccc(-c2ccccc2)cc1	-6	4	4	4	i	-1.5	2	1.6	50*	6
C/C(=N\NC(=O)C1(C)CC1(Br)Br)c1ccc(NC(=O)c2ccc(C)o2)cc1 (stereo not drawn)	-9	-2	3	31	i	0.7	-4	-1.3	3	-2
O=C(CC1S/C(=N/N=C2CCCCCC2)NC1=O)Nc1ccc(Br)cc1F (stereo not drawn)	6	-2	0	-4	i	0.1	-12	1.1	-2	1
COCOCCn1cc(CN2CCS(=O)(=O)N(Cc3ccc(-c4ccc(OC)c(OC)c4)cc3)C(C)C2=O)nn1 (stereo not drawn)	-10	-6	3	0	i	-0.8	·	0.5	-5	-3
O=C(CCCCCn1c(=O)[nH]c2ccccc2c1=O)NCCCN1CCN(c2ccccc2F)CC1	0	0	-2	-1	i	0.3	0	1.9	-6	1
CN1C(=O)NC(c2ccc(O)cc2)C2=C1CN(c1ccccc1)C2=O (stereo not drawn)	0	-2	1	21	i	-0.5	-7	-2.2	0	-1

Another view of two compounds above:
SMILES,MLLE-PAM2 inh,STEP block,SUMO1-SIM PPI,DNMT1 inh,Rpn11 inh,Tb MetRS inh,Scp-1 inhibitor,LMPTP block,NadD inh,CSN deneddyl inh
O=C(CCCCCn1c(=O)[nH]c2ccccc2c1=O)NCCCN1CCN(c2ccccc2F)CC1,0,0,-2,-1,i,0.3,0,1.9,-6,1
CN1C(=O)NC(c2ccc(O)cc2)C2=C1CN(c1ccccc1)C2=O (stereo not drawn),0,-2,1,21,i,-0.5,-7,-2.2,0,-1
